# All columns: NCI-60 one-dose screen, growth in % after 48 h at 10 µM unless noted; 100 = growth as untreated, 0 = no growth, -100 = all killed.
# HL-60(TB): HL-60(TB) leukemia cells; 9% of 78,000 active; AID 1794776; active means growth percent below 10
# Starred values were filed as active, the others as inactive; & = joins results of further samples; [ ] = another dose, or the depositor's remark.
structure | HL-60(TB)
CCc1ccc(CCC(=O)Nc2ncc(Cc3ccc(Cl)cc3)s2)o1 | -39.6*
Clc1nnc2ccc(Oc3ccccc3-c3ccccc3)nn12 | 106.9
COc1ccc(Cc2nn(CC(=O)N/N=C/c3ccco3)c(=O)c3c(C)noc23)cc1 | 97.6
O=C(O)CCNC(=O)c1nc(-c2ccccc2)n(-c2ccc(Cl)cc2)n1 | 99.5
CC(C)OP(=O)(O)c1ncc(-c2ccc(C(F)(F)F)cc2)c(NC2CCCCCC2)n1 | 44.4
CCN(CC)CCS(=O)(=O)CCNc1ccnc2cc(Cl)ccc12 | -22.5*
COc1nc(Cl)nc2c1ncn2C/C=C/CCl | 75.7
O=C1CCN2NC(=O)c3ccccc3N=C2N1 | 118.9
NC(=O)c1cnccc1/C=C/c1ccccc1 | 92.9
Cc1cccc(N2CCN(C(C)C(N)=O)CC2)c1 (stereo unspecified) | 86.0
COc1ccc(C(=O)COc2ccc(/C=C3/Oc4cc(OC)ccc4C3=O)cc2)cc1 | 86.4
COc1cccc(Cn2c(Oc3ccccc3)nc3c2c(=O)n(C)c(=O)n3C)c1 | 89.9
COc1ccc(C(N)CCc2cccc(OC)c2OC)cc1 (stereo unspecified) | 108.3
COc1ccc(NC(=O)c2cc(-c3nc4ccccc4s3)c(=O)n(NS(=O)(=O)c3ccc(Cl)cc3)c2N)cc1 | 100.4
COc1ccc(C(O)c2cc3c(N)c(C(=O)Nc4ccc(Br)cc4)sc3nc2C)cc1 (stereo unspecified) | -41.5*
CC(=O)c1ccc2ccccc2c1OC(=O)c1ccncc1 | 96.2
Fc1cccc(COc2nccnc2NC(=S)Nc2cccc(Cl)c2)c1 | 92.0
CCCC(=O)OC(C(Cl)(Cl)Cl)P(=O)(OC)OC (stereo unspecified) | 102.3
O=C(CCc1nnc(Cn2c(=O)cc[nH]c2=O)o1)c1nc2ccccc2[nH]1 | 85.0
COc1cccc(C2(C)Nc3ccccc3-c3nc4ccccc4n32)c1 (stereo unspecified) | 89.1

# The list goes on.
structure | HL-60(TB)
CC1(C)CC[C@]23CC[C@]4(C)[C@H](CC[C@@H]5[C@@]6(C)CCC(=O)C(C)(C)[C@@H]6CC[C@]54C)[C@H]2[C@H]1NC3=O | 39.6[100 µM]
O=C1CN(Cc2ccc(C(=O)NO)cc2)C(=O)[C@@H](Cc2c[nH]c3ccccc23)N1 | 126.2
COc1ccc(C(=O)c2cc(S(=O)(=O)O)c(OC)cc2O)c(O)c1 | 97.6
Cc1cccc(-c2nc3c(s2)CC[C@@]2(C)C3=CC[C@@H]3[C@@H]2CC[C@]2(C)C(=O)CC[C@@H]32)c1 | 100.4
COc1ccc(C(=O)c2sc3nc(-c4cc(OC)ccc4OC)cc(-c4ccc(Cl)cc4)c3c2N)cc1 | 81.9
CCOC(=O)c1c(C)c2c(n1C)CSc1cc(S(=O)(=O)c3ccccc3)c(=O)[nH]c1-2 | 25.0[100 µM]
Cn1c(/C=C/[N+](=O)[O-])cc2ccccc21 | 53.4
O=C1c2ccccc2-n2c(noc2=S)[C@@H]2CCCN12 | 94.6
COC(=O)C(C)C(=O)c1cn(C2CC2)c2cc(N3CCNCC3)c(F)cc2c1=O (stereo unspecified) | 102.3
Cc1ccc(-c2nnc(-c3ccncc3)o2)c(N)c1C | 96.1
COc1cccc(C(O)C2=CC(=O)c3ccccc3C2=O)c1O (stereo unspecified) | 148.1
Cc1cc(C)c(S(=O)(=O)n2ccnc2)c(C)c1 | 109.7
Nc1ccc(NC(=O)c2ccc(-n3c(=O)[nH]c4ccccc4c3=O)cc2)cc1 | 93.0
SCCc1ccncc1 | 86.5
COc1cc(NC(=O)c2cc3ccccc3cc2O)c(OC)cc1Cl | -29.2*
CC(=O)Oc1ccc(/C=C/C(=O)O)cc1 | 91.3
COc1ccc(-c2nc(SCc3nc4ccccc4[nH]3)nc(N3CCOCC3)c2C#N)cc1 | 76.1
Cc1ccc(S(=O)(=O)NNC(=O)C(Cl)(c2ccccc2)c2ccccc2)cc1 | 90.3
N#Cc1ccc(-c2ccc3c(c2)NC(=O)/C3=C\c2ccc[nH]2)cc1 | 100.8
Nc1nc(-c2cnccn2)nn1-c1nc2ccccc2s1 | 100.1

# The listing continues:
structure | HL-60(TB)
CN1CCC(OC(c2ccccc2)c2ccccc2)C1 (stereo unspecified) | 95.0
CC(=NNc1ncnc2ccccc12)c1ccc(S(C)(=O)=O)cc1 | 98.9
CC(C)c1cc(CN2C(C)COCC2C)cc(C(C)C)c1O (stereo unspecified) | 72.9
CSc1ccc(N=Cc2ccccc2O)cc1 | 79.4
CN(C)c1ccc(CSc2ccc(Cl)cc2)cc1 | 17.8
Cc1cc(-c2ccc(N=Nc3c(N)c(C)cc(S(=O)(=O)O)c3N)c(C)c2)ccc1N=Nc1ccc(O)c(C(=O)O)c1 | 97.7
CCOC(=O)c1c2c(c(C)n1Cc1ccccc1)-c1[nH]c(=O)ncc1CC2 | 91.2
Cc1ccc(-c2cc(-c3cccc(Nc4ccnc5cc(Cl)ccc45)c3)nc3nc(N)[nH]c(=O)c23)cc1 | 58.0
C=C1C(=O)O[C@@H]2C[C@@H](C)C(=O)C/C=C(\C)CC[C@@H]12 | 98.3[2 µM]
NN1c2nc3c(cnn3-c3ccccc3)c(=O)n2NC1c1ccc(Cl)cc1 (stereo unspecified) | 67.0
N#CC1=C(N)Oc2c(sc3c(Br)cccc23)C1c1ccc(Cl)cc1 (stereo unspecified) | -7.3*
NS(=O)(=O)c1ccc(Nc2ncc3c(n2)CC(c2ccccc2)CC3=O)cc1 (stereo unspecified) | 101.3
COc1cc(C2C=C(c3cccc(NC(C)=O)c3)Nc3ncnn32)cc(OC)c1OC (stereo unspecified) | -35.2*
CCn1c(NNC(=S)Nc2ccc(F)cc2)nc2c1c(=O)n(C)c(=O)n2C | 118.1
CC(CN(C)C)OC(=O)Nc1ccccc1Cl (stereo unspecified) | 97.2
Oc1ccc2c(c1)c1ccccc1c1ncccc21 | 87.0
CCN(CC)c1ccc(NC(C(=O)c2ccccc2)c2ccccc2)cc1 (stereo unspecified) | 65.5
CCCCOCCOCCOC(=O)c1ccccc1 | 106.2
COc1cc2c(c(OC)c1OC)C(=O)CC(c1cccc(NC(=O)[C@H](C)NC(=O)OC(C)(C)C)c1)O2 (stereo partly specified) | 101.6
CC(=O)OCC1OC(SC(=N)N)C(OC(C)=O)C(OC(C)=O)C1OC(C)=O (stereo unspecified) | 105.9

# The final 3 records of the section before open the next one.
structure | HL-60(TB)
CCCCOCCOCCOC(=O)c1ccccc1 | 106.2
COc1cc2c(c(OC)c1OC)C(=O)CC(c1cccc(NC(=O)[C@H](C)NC(=O)OC(C)(C)C)c1)O2 (stereo partly specified) | 101.6
CC(=O)OCC1OC(SC(=N)N)C(OC(C)=O)C(OC(C)=O)C1OC(C)=O (stereo unspecified) | 105.9
O=C1OC(=O)c2ccc(-c3ccc4c(c3)ncn4C3CCCCC3)c3cccc1c23 | 79.3
Cc1cccc(Nc2nc(N)nc(N)c2N=O)c1 | 70.8
Cc1cccc(C(=O)C(=O)c2cccc(C)c2C)c1C | 132.2
O=C(CCc1nnc(COc2ccccc2)o1)c1nc2ccccc2[nH]1 | 98.1
CCOC(=O)C(c1ccc(N(CC)CC)cc1)c1ccc(N(CC)CC)cc1 | 102.6
CC(=O)CSc1nc2ccccc2s1 | 90.6
CCc1c(C)c2cc3[nH]c(N)nc3c(C)c2oc1=O | 96.2
COC(=O)C[Se]C(=O)Cc1c(C)n(C(=O)c2ccc(Cl)cc2)c2ccc(OC)cc12 | -20.9*
COc1ccc(-c2nc(-c3ccccc3)c(-c3ccccc3)[nH]2)cc1OC1CCCC1 | 83.1
CC(C)NC(=O)OCc1cn2c(c1COC(=O)NC(C)C)CCC2 | 87.8
CCCCCCCCc1ccc(CCC(N)(CO)CO)cc1 | -14.1*
CC(C)(C)Nc1c(-c2ccccc2O)nc2ncccn12 | 68.2
CCCCN1C=C/C(=C\C(=O)n2ccc3ccccc32)c2ccccc21 | 103.4
CC(CO)N(C)C (stereo unspecified) | 91.2
COc1ccc(-c2cc(NC(=O)Nc3nccs3)no2)cc1 | 78.1
CN(C)c1ccccc1 | 104.4
CN(N=O)C1CCS(=O)(=O)C1 (stereo unspecified) | 109.3
CN(C)c1ccc(-c2ccc3c(c2)c(-c2ccccc2)nc(=O)n3C)cn1 | 43.5
Cc1oc2nc[nH]c(=O)c2c1C(=O)/C=C/c1ccc(Cl)cc1Cl | 7.8*
CCOC(=O)c1c(C)nc2c(c1N)CC(=O)N2CCc1ccc(OC)c(OC)c1 | 78.4

# Next section
structure | HL-60(TB)
CCOC(=O)C(Cl)C(Cl)C(=O)OCC (stereo unspecified) | 98.6
C[C@H](N[C@@H](CCc1ccccc1)C(=O)O)C(=O)N1Cc2ccccc2C[C@H]1C(=O)O | 91.3
COc1ccc(Cl)cc1Nc1nc(-c2c(C)nc3ncccn23)cs1 | 97.9
Nc1c(C(=O)Nc2ccc(Br)cc2)sc2nc3c(cc12)C(=O)CCC3 | 95.5
COc1cc([C@@H]2c3cc4c(cc3[C@H](SC(=N)N)[C@H]3COC(=O)[C@H]23)OCO4)cc(OC)c1OC | -18.8*
Cc1cc(-c2ccccc2)n(N)c(=S)n1 | 102.3
CCOC(=O)c1c(C)oc2ncnc(Nc3cccc(F)c3)c12 | 76.4
O=C(OCCO)c1ccc(O)c(O)c1 | 80.8
COc1ccc(-c2nc(Nc3nc4ccccc4o3)nc3c2C(=O)CC(C)(C)C3)cc1 | 88.2
N#Cc1ccc(/C=N/N=C2\C(=O)Nc3ccc(Br)cc32)cc1 | 97.3
CC12CCCC(=O)N1c1ccccc1-c1nnnn12 (stereo unspecified) | 101.5
CCN(CC)CCN(C(=O)CCc1ccccc1)C1CCCCC1 | 90.2
CC(CN=Cc1ccccc1O)N=Cc1ccccc1O (stereo unspecified) | 83.0&109.8
Cc1ccc(C2=Nn3c(nnc3-c3cc(Cl)cc(Cl)c3Cl)SC2)cc1C(N)=O | 74.2
CC1=C(C(=O)OC(C)C)C(c2ccc(O)cc2)NC(=O)N1 (stereo unspecified) | 90.2
CCCCCCn1c(-c2ccc(C(=O)O/N=C(\N)c3ccc4c(c3)OCO4)cc2)nc(-c2ccccc2)c1-c1ccccc1 | -51.1*
CCCCCCCCCCCC[S+](C)CC(=O)[O-] (stereo unspecified) | 20.3
O=C1C=C(c2ccccc2)C(O)(c2ccccc2)C1 (stereo unspecified) | 85.2
Cc1c(C(=O)OCCO)cc(-c2ccc(Cl)cc2)n1-c1cccc(CO)c1 | 96.1
N#Cc1c(-c2ccc(Cl)cc2)nc(SCC(=O)Nc2nc(-c3ccc(Cl)cc3)cs2)[nH]c1=O | 107.5

# 5 compounds out of the list, arranged by length of the SMILES, low to high:
structure | HL-60(TB)
Cc1cc(-c2ccccc2)n(N)c(=S)n1 | 102.3
CC(CN=Cc1ccccc1O)N=Cc1ccccc1O (stereo unspecified) | 83.0&109.8
CCN(CC)CCN(C(=O)CCc1ccccc1)C1CCCCC1 | 90.2
C[C@H](N[C@@H](CCc1ccccc1)C(=O)O)C(=O)N1Cc2ccccc2C[C@H]1C(=O)O | 91.3
COc1cc([C@@H]2c3cc4c(cc3[C@H](SC(=N)N)[C@H]3COC(=O)[C@H]23)OCO4)cc(OC)c1OC | -18.8*

# Later entries:
structure | HL-60(TB)
CSc1nc(N)nc(N)c1N | 110.2
CCCCCCCCCCCCCCCc1cc(OC2OC(COC(C)=O)C(OC(C)=O)C(OC(C)=O)C2OC(C)=O)ccc1[N+](=O)[O-] (stereo unspecified) | 13.0
COC(=O)c1ccc2oc(NC(=O)c3ccc(N4CCN(C)CC4)c([N+](=O)[O-])c3)nc2c1 | 66.3
NNC(=O)c1ccc(Nc2ncnc3c2cnn3-c2cccc(F)c2)cc1 | 89.9
Cc1oc2ccccc2[n+]1CC(=O)c1ccccc1 | 58.6
S=C(N/N=C/c1ccc2ccc3cccc4ccc1c2c34)NC12CC3CC(CC(C3)C1)C2 | 113.7
Cc1ccc2nc(NC(=O)CSc3nc(Nc4ccc([N+](=O)[O-])cc4)c(C#N)c(-c4ccccc4)n3)sc2c1 | 95.2
O=C(NNC(=O)c1cccc2ccccc12)c1ccc(Cl)cc1 | 97.9
O=C1c2ccccc2C(=O)c2cc(S(=O)(=O)O)ccc21 | 83.3
O=C(O)COc1cc(F)c(Cl)cc1Cl | 93.1
N#CC1=C(c2ccc(Cl)cc2)Nc2c(c(-c3ccc(Cl)cc3)nn2-c2ccccc2)C12C(=O)Nc1ccccc12 (stereo unspecified) | 36.1
COc1cc(C2CC(=O)Nc3ncn(-c4ccc(F)cc4)c32)cc(OC)c1O (stereo unspecified) | 120.7
CC(C)(C)CC(C)(C)c1ccc(OCCOCC[N+](C)(C)Cc2ccccc2)cc1 | -63.5*
N#CSCC1CC(O)(c2ccccc2)CC(c2ccc(Cl)cc2)O1 (stereo unspecified) | -30.9*
O=C(O)CC/C(=N\NC(=O)c1ccncc1)c1ccc(F)cc1 | 109.0
CC(C)(C)NC(=O)C(OC(=O)C1CCc2cc(F)ccc2O1)c1ccc(Br)cc1 (stereo unspecified) | 103.8
N#CCCN1CCN(c2ccccc2)CC1 | 96.5
O=C(N=Nc1c(O)n(Cc2ccc(F)cc2)c2ccccc12)Nc1ccc(Cl)cc1 | 92.7
CN1CCN=C1c1ccc(NC(=O)c2ccc(C(=O)Nc3ccc(C4=NCCN4C)cc3)cc2)cc1 | 91.2
Nc1nn(-c2ccc(Br)cc2)c2cccc[n+]12 | 104.4

# 2 entries picked at random from the list so far, as already listed:
structure | HL-60(TB)
Nc1nn(-c2ccc(Br)cc2)c2cccc[n+]12 | 104.4
CCCCCCCCCCCCCCCc1cc(OC2OC(COC(C)=O)C(OC(C)=O)C(OC(C)=O)C2OC(C)=O)ccc1[N+](=O)[O-] (stereo unspecified) | 13.0

# (cont.)
structure | HL-60(TB)
COC1OC2COC(c3ccccc3)OC2C(O)C1O (stereo unspecified) | 84.4
COc1cc(-c2nc(/C=C3/C(=O)Nc4ccccc43)c3ccccn23)cc(OC)c1OC | 89.6
CC(=O)NCCCS(=O)(=O)O | 102.4
COc1ccc(Nc2cc(=S)nc(N)[nH]2)cc1 | 91.7

# High-throughput results: PubChem, NCI

# This is a subset; the hit share may differ from the screen's.
